# GPT2 inhibitor = blocks human glutamate pyruvate transaminase 2; Q8TD30; Recombinant GPT2, coupled pyruvate oxidase/HRP Amplex Red fluorescence; Potency, µM (series often up to 57.7 µM), for inactives: at the top dose activity change, negative = inhibition, usual class: inhibitors; 100,000 tested, 0.25% active; note: potency is the fitted concentration of half-maximal effect; nearly all actives have a fitted effect of over 60% in size; many of its hits are not listed in these tables
# Target sequence (Q8TD30 whole entry, looked up): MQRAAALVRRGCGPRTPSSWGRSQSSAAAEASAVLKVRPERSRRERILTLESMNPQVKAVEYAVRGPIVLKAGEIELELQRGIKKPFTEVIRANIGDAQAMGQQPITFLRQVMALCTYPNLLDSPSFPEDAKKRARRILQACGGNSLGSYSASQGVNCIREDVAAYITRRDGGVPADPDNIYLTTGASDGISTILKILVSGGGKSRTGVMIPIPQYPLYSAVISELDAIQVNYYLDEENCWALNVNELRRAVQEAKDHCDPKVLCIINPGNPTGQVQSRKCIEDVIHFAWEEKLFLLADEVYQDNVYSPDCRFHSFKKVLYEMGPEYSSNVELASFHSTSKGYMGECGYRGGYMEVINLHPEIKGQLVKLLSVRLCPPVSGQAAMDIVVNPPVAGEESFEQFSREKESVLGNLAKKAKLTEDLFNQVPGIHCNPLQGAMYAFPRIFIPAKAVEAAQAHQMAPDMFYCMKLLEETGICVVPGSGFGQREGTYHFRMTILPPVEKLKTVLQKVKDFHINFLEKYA
#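 GPT2 10ng/uL, a-KG 250uM, L-Ala 2mM, HEPES pH7.5 + 0.0001% Tween; 30 min RT. Then Amplex mix (PO/HRP/ThPP), 30 min RT dark, fluorescence. AOA 50uM used as positive control.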
# SNCA expr inh = inhibitors of alpha-synuclein (SNCA) gene expression; HEK-293 SNCA-luciferase knock-in, luminescence, 24 h; Potency, µM (highest dose often 57.2 µM), for the others: at the top dose activity change, negative = inhibition, hits mostly inhibitors; 140,000 tested, 0.17% active;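 note: potency is the fitted concentration of half-maximal effect; plate controls were DMSO cells for no effect and cell-free wells for full effect; nearly all actives have a fitted effect of over 45% in size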
# SNCA viab count = reduces viability of HEK-293 SNCA reporter cells. Potency, µM (top dose mostly 57.1 µM), inactives show at the highest dose activity change, negative = cytotoxicity, usual class: cytotoxic. HEK-293-SNCA-luc viability, GF-AFC fluorescence, 24 h. 150,000 tested, 0.12% active. AID 1671193;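 note: potency is the fitted concentration of half-maximal effect; 0% = DMSO-treated cells and -100% = medium-only wells without cells; nearly all actives have a fitted effect of over 30% in size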
#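 HEK-293-SNCA-luc cells (1500/well) plated 24 h, then exposed 24 h to a dilution series; GF-AFC added 30 min at 37C, fluorescence 405/540 nm; normalised to medium-only and DMSO wells, Hill fit.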
# HEK293 tox = kills HEK 293 cells. HEK 293 viability, ATP luminescence (CellTiter-Glo), 48-72 h. Potency, µM (series often up to 115 µM), for the others: top-dose activity change, negative = cytotoxicity, hits mostly inhibitors. 94,000 tested, 6.6% active. AID 1345083; note: potency is the fitted concentration of half-maximal effect; nearly all actives have a fitted effect of over 60% in size
#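 HEK 293 cells at 250 cells/well were exposed to compounds by pintool transfer for 48 or 72 hr at 37 degree Celsius, 5% CO2. Viability was read as ATP-coupled luminescence with CellTiter-Glo after 10 min at room temperature.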
# NIH3T3 tox = cytotoxic compounds in NIH 3T3 cells | AID 1345082 | Potency, µM (top dose mostly 96.7 µM), for the others: top-dose activity change, negative = cytotoxicity, hits mostly inhibitors | 94,000 tested, 4.3% active | NIH 3T3 viability, CellTiter-Glo ATP luminescence, 48-72 h; note: potency is the fitted concentration of half-maximal effect; nearly all actives have a fitted effect of over 55% in size
#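 ATP-dependent luminescence (CellTiter-Glo) served as the viability signal for NIH 3T3 cells treated with compound for 48 or 72 hr at 37 °C.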
# FLuc inh = inhibitors of firefly (Photinus pyralis) luciferase. 76,000 tested, 2.5% active. purified P. pyralis luciferase, luminescence, biochemical. Potency, µM (highest dose often 115 µM), inactives show top-dose activity change, negative = inhibition, usual class: inhibitors. P08659; note: potency is the fitted concentration of half-maximal effect; nearly all actives have a fitted effect of over 65% in size
# Target sequence (P08659 whole entry, looked up): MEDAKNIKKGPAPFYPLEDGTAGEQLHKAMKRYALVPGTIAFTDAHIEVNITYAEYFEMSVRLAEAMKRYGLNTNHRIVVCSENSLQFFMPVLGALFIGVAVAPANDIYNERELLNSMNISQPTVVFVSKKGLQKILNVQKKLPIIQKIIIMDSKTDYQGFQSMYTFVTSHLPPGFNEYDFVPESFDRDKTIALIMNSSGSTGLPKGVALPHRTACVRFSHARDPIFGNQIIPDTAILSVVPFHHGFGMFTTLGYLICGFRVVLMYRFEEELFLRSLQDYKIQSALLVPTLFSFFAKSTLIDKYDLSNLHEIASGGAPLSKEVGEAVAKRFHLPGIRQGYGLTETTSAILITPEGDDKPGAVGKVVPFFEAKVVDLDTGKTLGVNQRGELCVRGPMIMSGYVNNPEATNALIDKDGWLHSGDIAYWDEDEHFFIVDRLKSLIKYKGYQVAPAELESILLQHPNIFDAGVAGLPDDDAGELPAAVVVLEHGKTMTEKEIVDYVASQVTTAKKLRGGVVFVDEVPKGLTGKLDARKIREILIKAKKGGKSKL
#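 Inhibitors were tested against purified firefly luciferase in a biochemical, low-substrate format (both substrates at 10uM) and luminescence measured with a CCD imager.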
# IP6K1 inhibitor = blocks human inositol hexakisphosphate kinase 1; Q92551; IP6K1 kinase, ADP-Glo luminescence, 2 h; stronger effect = lower value; activity change, % (series mostly up to about 58 µM); 140,000 tested, 0.81% active; AID 1645851; in the data active = activity change below about -25%
#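 ADP-Glo luminescence measures ADP made by human IP6K1 during a 2 h RT reaction with ATP/IP6 (mix at 1.3 mM/130 uM); top library doses 57.5 and 19.1 uM final.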
# * hit, by the source's call; i = inactive; u = inconclusive; x = not tested or not shown; & = joins results of further samples; [ ] = another dose, or the depositor's remark. Unless noted, calls come from the whole dose curve; as a rule, active = well fitted curve in the direction sought with a large enough effect; inconclusive = small, poorly fitted or top-dose-only effect, or another doubt; inactive = no such curve, though single readings can be large; an effect the other way counts as inactive or inconclusive. Unless noted, % is set by controls: 0 for no effect and ±100 for the full control effect.
# Start of the listing, in advance, two compounds:
SMILES,GPT2 inhibitor,SNCA expr inh,SNCA viab count,HEK293 tox,NIH3T3 tox,FLuc inh,IP6K1 inhibitor
CC(C)Cc1cnc(C2CCCN(C(=O)c3ccc(Cl)cc3)C2)[nH]1 (stereo unspecified),-15%,5%,-6%,u,u,x,-4
COc1ccc(-c2nc(C3CC3)nc3c2CN(C(=O)c2ccccc2)CC3)cc1,i,u,-10%,-12%,u,x,-13

# All compounds of this part, repeating the preview:
SMILES,GPT2 inhibitor,SNCA expr inh,SNCA viab count,HEK293 tox,NIH3T3 tox,FLuc inh,IP6K1 inhibitor
CC(C)Cc1cnc(C2CCCN(C(=O)c3ccc(Cl)cc3)C2)[nH]1 (stereo unspecified),-15%,5%,-6%,u,u,x,-4
COc1ccc(-c2nc(C3CC3)nc3c2CN(C(=O)c2ccccc2)CC3)cc1,i,u,-10%,-12%,u,x,-13
CCCCN1CCOc2ccc(C(=O)NCc3ccccc3F)cc2C1,4%,-28%,u,-26%,-22%,14%,22
CS(=O)(=O)N1CCC(C2CCN(C(=O)c3cc(Cl)ccc3F)C2)CC1 (stereo unspecified),1%,17%,3%[12.5 µM],-6%,-14%,3%,21
CCCNC(=O)Cn1c(=O)cc(C)c2c(C)nn(-c3cccc(F)c3)c21,x,-2%,18%,x,x,x,2
COc1ccc(C)cc1NC(=O)Cn1c(-c2ccc(Cl)cc2)nc(C)cc1=O,i,2%,-8%,u,-12%,1%,8
COc1cc(F)ccc1-c1ccnc2nc(-c3cccs3)nn12,-7%,u,2%,0%,0%,-3%,-1
CC(C(=O)O)c1ccc(CC2CCCC2=O)cc1 (stereo unspecified),i,17%,6%,x,x,x,8
O=C(COc1ccc(Cl)cc1)Nc1sc2c(c1C(=O)Nc1cccc(Cl)c1)CCCC2,x,-2%,1%,x,x,x,21
COc1ccccc1C(=O)N1CCC(CC(=O)NCc2ccccc2)C1 (stereo unspecified),i,-16%,1%[12.5 µM],-4%,-5%,3%,-5
CCOC(=O)C1CCN(C(=O)c2nc3sccn3c2-c2cccnc2)CC1,i,-2%,-3%,1%,i,x,2
Cc1ccc(C2Cn3nnc(C(=O)N4CCC(C(=O)NCc5ccc(F)cc5F)CC4)c3CO2)cc1 (stereo unspecified),i,41%[activator],-5%,-1%,i,u,-1
Cc1ccccc1CN1Cc2nc(-c3cccc(C(N)=O)c3)ccc2OCC1=O,i,-6%[87.6 µM],-23%[87.6 µM],71µM*,u,-20%[172 µM],-3
COc1cccc(CC(=O)N2CCC(c3n[nH]c(=O)n3Cc3ccc(F)cc3)CC2)c1,-9%,7%,2%,-4%,u,-4%,-11
CCc1nnc(SCc2ccc(F)cc2Cl)c2cc3sccc3n12,x,18%,-13%,x,x,x,42
Cc1ccccc1NC(=O)c1ccc2nc(Cc3ccccc3)oc2c1,x,29%,-15%,x,x,x,1
Cc1cc(-c2ccc(S(=O)(=O)Nc3cccc(C)c3C)s2)on1,x,u,-12%,x,x,x,6
COc1ccc(Nc2ccnc(N3CCCC(C(=O)NC4CCCC4)C3)n2)cc1 (stereo unspecified),i,-6%,-13%[12.5 µM],u,40µM*,x,7
COc1cccc(N2CCN(c3ncnc4c3c(-c3ccccc3)cn4-c3cccc(C(F)(F)F)c3)CC2)c1,x,-1%,2%,x,x,x,19
Nc1c(C(=O)Nc2cccc(F)c2)c2ccccn2c1C(=O)c1ccccc1,x,-5%,4%,x,x,x,17
CCCS(=O)(=O)NCCc1csc2nc(-c3ccc(C)cc3)nn12,x,15%,-11%,x,x,x,14
O=C(CSc1nc2ccsc2c(=O)n1Cc1ccccc1Cl)NCc1ccc(F)cc1,x,-14%,-2%,x,x,x,3
O=[S+]1([O-])c2cccnc2O[C@@H](COCc2ccccc2)CN1Cc1ccc2c(c1)OCO2,3%[27.3 µM],-18%[25.6 µM],-3%[23.9 µM],u,u,x,11
COCCn1c(=O)c(C(=O)N2CCN(C(=O)Cc3ccc(OC)cc3)CC2)nc2cccnc21,-3%,-13%,4%,i,-9%,x,-8
COc1ccc(-c2noc(N3CCc4ccccc43)n2)cc1,i,60%[activator],-1%,0%,-10%,1.6µM*,-10
CSc1cccc(NC(=O)Cn2nnc(C(=O)NCCc3ccccc3)c2N)c1,x,-13%,-19%,x,x,x,5
O=C(OCc1cc(=O)n2nc(-c3cccs3)sc2n1)c1ccccc1Cl,x,30%,16%,x,x,x,16
CCN(C(=O)Cn1ccn2nc3c(c2c1=O)CCCCC3)c1cccc(C)c1,-9%,-19%,-8%,u,u,0%,5
Cc1ccc(S(=O)(=O)N2CCCC(CCC(=O)N3CCOCC3)C2)cc1 (stereo unspecified),i,31%[activator],15%,-12%,-19%,-7%,6
Cc1ccc(CN[C@@H]2CO[C@H](CNC(=O)C3CC3)[C@H]2O)cc1,-5%[88.5 µM],-14%[87.6 µM],-8%[87.6 µM],-2%[172 µM],i,1%[172 µM],-10
COc1ccc(OCC(O)CN2CCC(=O)N(Cc3ccccc3)Cc3cc(OC)ccc32)cc1 (stereo unspecified),x,x,x,u,u,x,9
O=C(Cn1cc(C(=O)c2ccco2)c2ccccc21)Nc1ccccc1C(F)(F)F,x,-3%,6%,x,x,x,-10
Cc1ccc(C(=O)N2CCCC2C(=O)N2CCC(N3CCOCC3=O)CC2)cc1 (stereo unspecified),i,7%,7%,i,-20%,x,3
O=C(Nc1ccc2ncnc(N3CCCC3)c2c1)c1ccc(OC(F)(F)F)cc1,i,-13%,-22%,6%,-13%,-1%,31
FC(F)(F)c1ccc(C2=Nc3ccccc3NC(c3cccs3)=N2)cc1,x,-29%,-14%,x,x,x,0
COc1cccc(C(=O)NC2CCN(c3cc(-c4cccs4)[nH]n3)CC2)c1,-17%,u,-9%,u,u,-10%,23

# Record cards, as listed above.
# CCN(C(=O)Cn1ccn2nc3c(c2c1=O)CCCCC3)c1cccc(C)c1 is entered as GPT2 inhibitor = -9%; SNCA expr inh = -19%; SNCA viab count = -8%; HEK293 tox = u; NIH3T3 tox = u; FLuc inh = 0%; IP6K1 inhibitor = 5
# Cc1ccc(C(=O)N2CCCC2C(=O)N2CCC(N3CCOCC3=O)CC2)cc1 (stereo unspecified) is entered as GPT2 inhibitor = i; SNCA expr inh = 7%; SNCA viab count = 7%; HEK293 tox = i; NIH3T3 tox = -20%; FLuc inh = x; IP6K1 inhibitor = 3

# Other compounds
SMILES,GPT2 inhibitor,SNCA expr inh,SNCA viab count,HEK293 tox,NIH3T3 tox,FLuc inh,IP6K1 inhibitor
CNC(=O)N1C[C@@H](CN(C)C)[C@H](NC(=O)c2cccn2C)C1,-7%,-24%,5%,-16%,-5%,2%,23
CC1=C(C(=O)OC(C)(C)C)C(c2ccc(Cl)cc2)N2C(CC(=O)N3CCCC3)=CSC2=N1 (stereo unspecified),i,26%,-2%,u,u,-6%,36
COc1ccc(NCc2cc3ccc(OC)cc3n(CC(=O)Nc3ccc(C)c(C)c3)c2=O)cc1,x,-1%,-1%,x,x,x,1
COC(=O)[C@@H]1Cc2ncn(C)c2CN1S(=O)(=O)Cc1ccccc1,4%[88.5 µM],-12%[87.6 µM],-20%[87.6 µM],3%[172 µM],5%[174 µM],-1%[172 µM],12
Cc1cc2oc(C(=O)Nc3ccc(S(=O)(=O)Nc4ncccn4)cc3)cc(=O)c2cc1C,x,10%,5%,x,x,x,12
O=C(c1cccn1-c1nnc(N2CCCCC2)s1)N1CCN(c2ccc(Cl)cc2)CC1,x,-19%,-12%,x,x,x,-1
CN(Cc1ccc(-c2ccccc2)cc1)Cc1ccc(N(C)C)cc1,i,-20%,8%,u,-28%,1%,11
O=C(NC1CCCC1)NC1CCCN(c2cc(N3CCCC3)ncn2)C1 (stereo unspecified),-2%,0%,-1%,-5%,-12%,-5%,4
Cc1ccc2c(CC(=O)Nc3nnc(C(C)C)s3)coc2c1C,x,46%[activator],-4%,x,x,x,-2
CCOC(=O)C1CCN(Cc2ccccc2OCC(O)CN(C)C2CCCCC2)CC1 (stereo unspecified),-13%,-2%,-18%,u,u,1%,30
CC(C)c1noc(-c2cccn3c(CNC(=O)C(C)c4ccccc4)nnc23)n1 (stereo unspecified),i,7%,-5%,-16%,-22%,8%,14
CCn1ccc(C(=O)N2CCCCCCNC(=O)[C@@H]3C[C@@H](c4nc(-c5cccnc5)no4)C[C@@H]32)n1,-3%,19%,-5%,-13%,-21%,5%,2
Cn1ncc2c(C(=O)NCc3ccc(C(F)(F)F)cc3)cc(C3C=C(C(F)(F)F)C=CC3)nc21 (stereo unspecified),x,x,x,-20%,-25%,x,4
O=C1CC(c2ccccc2)N(C(=O)CNC(=O)NCCc2ccccc2)CCCCCN1 (stereo unspecified),i,33%[activator],-11%,3%,5%,4%,-7
Cc1noc([C@@H]2CN(C(=O)c3cc(C)n(Cc4ccco4)c3C)C[C@H]2C(N)=O)n1,i,2%,6%,-20%,-15%,6%,-1
Cn1ncc2c(C(=O)N3CCOCC3)cc(-c3cccnc3)nc21,-4%,-2%[87.6 µM],7%[87.6 µM],-8%[172 µM],-29%[138 µM],x,13&0
CC1=C[C@@H](CO)[C@H](C(C)C)C[C@H]1Cc1nnc(-c2ccncc2)o1,i,-14%[87.6 µM],-15%[87.6 µM],100µM*,-25%[174 µM],-4%[172 µM],15
O=C(N[C@@H]1C[C@@H]2CO[C@H](c3ccccc3)C[C@@H]2C1)c1cc2ccccc2o1,x,x,x,u,u,x,3
COCCCn1c(=O)c2sccc2n2c(CCCC(=O)Nc3cc(C)cc(C)c3)nnc12,x,-10%,-20%,x,x,x,26
C[C@@]12CO[C@H](c3ccccc3)C[C@@H]1C[C@H](N1CCN(CCOCc3ccccc3)CC1)C2,x,x,x,u,u,x,-6
CC(C)NC(=O)N1CCN(c2ccc(C=O)cc2)C(=O)C1,3%[88.5 µM],-8%[87.6 µM],2%[87.6 µM],-3%[172 µM],i,x,3
CCOC(=O)c1c(C)c(-c2ccccc2)n(CC(=O)Nc2cc(OC)cc(OC)c2)c1C,x,u,10%,x,x,x,-5
CCOC(=O)C1CCN(C(=O)Cn2c(=O)oc3cc(S(=O)(=O)N4CCC(C)CC4)ccc32)CC1,x,18%,4%,x,x,x,-3
Cc1ccc(C(=O)N2CCC(n3cc(-c4nc(C)no4)nn3)C2)c(C)c1 (stereo unspecified),i,u,-2%,-8%,-22%,-3%,8
COc1cncc(Nc2cnc3ccc(-c4ccc(OC)nc4)nn23)c1,u,-21%[87.6 µM],-8%[87.6 µM],u,-24%[138 µM],1%[172 µM],-18
COc1ncccc1-c1ncc2c(n1)OCCN(c1ccccc1)C2=O,1%[88.5 µM],2%[87.6 µM],-1%[87.6 µM],0%[172 µM],u,4%[172 µM],2
COc1ccccc1NC(=O)Cn1nc2c3cc(F)ccc3n(Cc3cccc(C)c3)cc-2c1=O,x,-4%,-12%,x,x,x,7
O=c1c2c(n(Cc3cccnc3)n1CCc1ccccc1)CN(CC1CCOC1)CC2 (stereo unspecified),i,-4%[87.6 µM],2%[87.6 µM],-14%[172 µM],45µM*,-10%[172 µM],-8
O=C(Nc1ccccc1Cl)C1CN(C2CCCCC2)C(=O)N1 (stereo unspecified),0%[88.5 µM],0%[87.6 µM],-8%[12.5 µM],-10%[172 µM],-17%[138 µM],x,-12

# Some of the compounds tested, so the mix of outcomes need not match the whole.
